CAL PDZ FP-1 – human CAL PDZ-peptide interaction inhibition; hit rate 0.02% among 330,000; AID 504414; inhibition, % at 20 µM; purified CAL PDZ, TMR-peptide fluorescence polarization, 1 h;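 active = highest replicate inhibition of at least 40%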;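 also: plate controls were DMSO neutral control wells for no effect and unlabeled competitor peptide control wells for full effect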
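Material: tagged CAL PDZ protein CerCALP, purified; buffer or medium: sodium phosphate/NaCl buffer pH 7.4 with TCEP, IgG, Thesit; also added: fluorescent TMR peptide probe; schedule: 1 h incubation at room temperature before polarization reading; technique: fluorescence polarization from S- and P-plane intensities, G-factor corrected; control set: unlabelled peptide and DMSO controls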
Keap1-Nrf2 PPI – disrupts human Keap1 binding to Nrf2 peptide; Q14145; Keap1 Kelch-Nrf2 peptide fluorescence polarization, 1536-well; inhibition, % at 9.4 µM; hit rate 0.15% among 340,000; AID 504523; in the data active = inhibition above about 12%; inconclusive = no clear call, values can overlap the other calls; inactive = below about 7.3%;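 also: human Keap1 Kelch domain with fluorescein labeled Nrf2 9mer peptide probe; 0% = neutral control wells and 100% = peptide positive control; higher means more block of Keap1 binding to Nrf2 peptide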
SR-BI DiI-HDL act – SR-BI HDL lipid transfer activation | CHO ldlA[mSR-BI] cells, DiI-HDL uptake fluorescence, 3 h; 100 = double the neutral-control signal | hit rate 0.096% among 320,000 | activation, % at 12.5 µM;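 active = mean replicate activation of at least 60% and every replicate at or above 60%; inconclusive = mean or all-replicate condition met, but not both; inactive = mean below 60% and not all replicates reaching 60%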;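 also: 0% = median plate neutral-control signal and 100% = twice that signal; values of inactives mirror those of a sister screen read the other way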
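Assay system: CHO ldlA[mSR-BI] cells, LDL receptor-null, SR-BI overexpressing; medium: Ham's F12 with 0.5% BSA, HEPES 25 mM, pH 7.4; also added: DiI-HDL 10 µg/mL; timing: 3 h uptake period with compound, 37 °C; signal: DiI fluorescence, bottom read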
CAL PDZ FP-2 – inhibitors of human CAL PDZ peptide binding; Q9HD26; purified CAL PDZ, TMR-peptide fluorescence polarization, 1 h; inhibition, % at 24.9 µM; hit rate 0.92% among 300,000; AID 602252;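 active = mean inhibition of at least 30% with at least half of replicates also reaching 30%; inconclusive = no clear call, values can overlap the other calls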;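 also: 0% = DMSO neutral control and 100% = excess unlabeled competitor peptide PRC23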
RTF Ca sens inh – cardiac RTF calcium desensitization | inhibition, % at 7.15 µM | P19429+P45379 | hit rate 0.12% among 340,000 | IANBD-labeled cardiac RTF, Ca2+ fluorescence | AID 493244;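 active = inhibition above the mean inhibition of all tested compounds plus 3 SD, cut at about 17% in these data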;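 also: assay run at fixed EC70 calcium of 1.6 mM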
DAGLB inhibitor – blocks human DAGLB lipase activity; Q8NCG7; HEK293T DAGLB membrane lysate, EnzChek fluorogenic substrate; inhibition, % at 5.17 µM; hit rate 0.059% among 340,000; AID 504411; in the data active = inhibition above about 34%;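 also: 0% = enzyme with vehicle and 100% = wells lacking enzyme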
Target sequence (Q8NCG7 whole entry, looked up): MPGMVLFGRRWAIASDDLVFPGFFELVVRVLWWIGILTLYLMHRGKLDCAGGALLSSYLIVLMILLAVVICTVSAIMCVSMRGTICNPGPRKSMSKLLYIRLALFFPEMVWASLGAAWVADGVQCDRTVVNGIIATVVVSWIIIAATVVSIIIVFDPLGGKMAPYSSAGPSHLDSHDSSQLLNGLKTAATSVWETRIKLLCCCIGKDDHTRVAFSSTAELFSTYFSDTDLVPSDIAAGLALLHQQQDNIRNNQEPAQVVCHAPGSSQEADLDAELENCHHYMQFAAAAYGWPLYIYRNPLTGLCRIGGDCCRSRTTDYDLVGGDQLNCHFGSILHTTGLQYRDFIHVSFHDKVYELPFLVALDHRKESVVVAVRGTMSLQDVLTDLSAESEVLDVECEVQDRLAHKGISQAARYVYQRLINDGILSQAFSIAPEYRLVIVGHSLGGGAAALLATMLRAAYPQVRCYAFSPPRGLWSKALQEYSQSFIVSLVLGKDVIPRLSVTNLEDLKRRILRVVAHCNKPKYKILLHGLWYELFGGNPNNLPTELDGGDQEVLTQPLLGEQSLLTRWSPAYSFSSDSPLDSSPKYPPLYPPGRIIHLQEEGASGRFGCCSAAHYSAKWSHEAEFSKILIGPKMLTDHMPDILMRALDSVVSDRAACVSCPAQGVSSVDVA
PKA-R2B activ – activates the human PKA-R2B holoenzyme complex; P22694+P31323; PKA-R2B holoenzyme dissociation, Cy5-IP20 fluorescence polarization; R2B truncated from residue 108, S112A mutant; 0% DMSO only, 100% 113 µM cGMP; activation, % at 11.4 µM; hit rate 0.079% among 340,000;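 active = activation above a cutoff set at the mean over all compounds plus 3 SD, cut at about 18% in these data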;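 also: higher means more holoenzyme dissociation and a rise in polarization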
LANA DNA inh – inhibitors of KSHV LANA C-terminal domain DNA binding | MBP-C-LANA/FAM-LBS DNA binding, fluorescence polarization | inhibition, % at 9 µM | hit rate 0.078% among 340,000 | AID 504423;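 active = highest replicate inhibition at or above 60% at 9 µM, even if other replicates fall short; inactive = all replicates below 60% inhibition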;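 also: 0% = neutral control wells and 100% = 4 µM acridine orange control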
Rtt109 Vps75 – C. albicans Rtt109 histone acetyltransferase inhibition | hit rate 0.16% among 330,000 | purified Rtt109/Vps75, ThioGlo CoA-SH fluorescence, 4 h | inhibition, % at 34.9 µM | Q5AAJ8;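 active = inhibition of at least 50% in every replicate; inconclusive = best replicate reaches 50% inhibition but some replicates fall short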
Target sequence (Q5AAJ8 whole entry, looked up): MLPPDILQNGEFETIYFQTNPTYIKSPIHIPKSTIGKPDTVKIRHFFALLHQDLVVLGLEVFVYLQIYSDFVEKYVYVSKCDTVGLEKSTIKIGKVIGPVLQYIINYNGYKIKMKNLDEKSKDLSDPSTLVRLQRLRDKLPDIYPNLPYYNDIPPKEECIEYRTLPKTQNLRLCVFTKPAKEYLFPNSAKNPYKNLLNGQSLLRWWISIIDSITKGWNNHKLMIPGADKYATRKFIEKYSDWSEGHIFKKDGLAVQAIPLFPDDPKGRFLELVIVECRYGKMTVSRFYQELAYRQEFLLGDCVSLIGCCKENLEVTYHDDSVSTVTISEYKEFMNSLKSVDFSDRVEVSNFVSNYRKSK
RTF Ca sens act – cardiac RTF calcium sensitization; P19429+P45379; IANBD-labeled TnC RTF fluorescence at EC20 calcium; 0% EC20 calcium, 100% full calcium; activation, % at 7.2 µM; hit rate 0.24% among 340,000; AID 493008;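 active = activation above the mean over all tested compounds plus 3 SD, cut at about 30% in these data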;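 also: rise in fluorescence read as greater calcium sensitivity of cardiac thin filaments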
An asterisk follows results filed as active; ? = inconclusive; / = no result given.

| Compound | CAL PDZ FP-1 | Keap1-Nrf2 PPI | SR-BI DiI-HDL act | CAL PDZ FP-2 | RTF Ca sens inh | DAGLB inhibitor | PKA-R2B activ | LANA DNA inh | Rtt109 Vps75 | RTF Ca sens act |
| --- | --- | --- | --- | --- | --- | --- | --- | --- | --- | --- |
| O=C(CSc1nnc(-c2ccc(NS(=O)(=O)c3ccccc3)cc2)o1)NCC1CCCO1 (stereo not given) | -0.7 | -7 | 12 | 0 | 11 | -6 | 1 | -2.5 | 6 | -1 |
| CC(=O)Nc1ccc(SC(Sc2ccc(NC(C)=O)cc2)c2ccccc2)cc1 | -1.8 | 0 | -7 | -1 | -8 | 0 | -10 | -1.5 | -6 | -6 |
| Cc1ccc(S(=O)(=O)N2CCC(C(=O)OC(C)C(=O)NCc3ccccc3)CC2)cc1C (stereo not given) | -2.6 | 0 | -6 | -3 | 1 | -3 | -5 | -2.7 | 10 | -1 |
| COc1cc(CNc2ncn[nH]2)ccc1OCC(=O)NC(C)(C)C | -1.0 | -1 | 31 | 13 | -10 | -5 | -5 | 0.4 | 1 | 3 |
| Cc1ccc(C(=O)NCc2nnc(SCC(=O)Nc3sc4c(c3C#N)CCCC4)n2C)cc1 | 0.0 | 0 | -48 | 1 | 3 | -5 | -1 | 1.5 | 1 | -4 |
| COc1ccc(CNC(=O)CSc2nnnn2-c2ccc(O)cc2)cc1 | -3.7 | 6 | 14 | -3 | -9 | 0 | -4 | 0.8 | / | -4 |
| Cc1ccc(S(=O)(=O)CC(=O)Nc2nccs2)cc1 | -1.2 | 0 | 33 | / | 0 | 0 | 6 | -0.7 | -1 | -2 |
| COc1ccccc1-c1nnc(SCC(=O)Nc2cc(C)on2)o1 | -0.6 | -7 | -3 | -2 | -16 | -1 | -2 | -0.2 | 1 | 0 |
| Cc1ccc(S(=O)(=O)Nc2ccc(Br)cc2/C=N/n2cnnc2)cc1 | -1.8 | -8 | -13 | 0 | -4 | 9 | -6 | 2.4 | ? | 4 |
| Fc1cccc(CN2CCN(c3ncccn3)CC2)c1 | -0.2 | 4 | 27 | -1 | -10 | -4 | -1 | -2.4 | -5 | 0 |
| NC(=O)COc1cccc(/C=N/NC(=O)c2ccc(-n3cccc3)cc2)c1 | -2.1 | -8 | / | -2 | -1 | -3 | 3 | -0.5 | 0 | 1 |
| C=CCn1c(=O)c2c(nc3n2CCCN3CCc2ccccc2)n(C)c1=O | -1.3 | 1 | 20 | -1 | 7 | 0 | -13 | -0.4 | -3 | -3 |
| CCC(C)(C)n1nnnc1C(c1ccc(OC)cc1)N1CCN(C(=O)c2ccco2)CC1 (stereo not given) | -2.2 | -2 | 6 | 1 | -43 | -1 | 4 | -0.9 | 2 | 0 |
| CC1(C)Cc2cccc(OCC(=O)Nc3ccccc3N3CCOCC3)c2O1 | -0.4 | 1 | -59 | -4 | -3 | -17 | 1 | -0.9 | -8 | -1 |
| C=CCSc1nnc(-c2cc3c(C(F)(F)F)nn(C)c3s2)n1C | -0.8 | 1 | 3 | 0 | -4 | -7 | 1 | -2.0 | -4 | 2 |
| O=C(C[n+]1ccc(C(=O)c2ccccc2)cc1)Nc1ccccc1OC(F)F | 0.9 | -2 | -2 | -4 | -3 | 1 | 2 | 2.5 | -1 | 3 |
| CCCNC(=O)Nc1cc(S(=O)(=O)CC)ccc1O | 0.9 | -4 | 12 | -12 | -3 | -1 | -8 | 0.0 | / | 5 |
| CCCCC(NC(=O)Cc1c(C)c2cc3c4c(oc3cc2oc1=O)CCCC4)C(=O)O (stereo not given) | -2.6 | -2 | -15 | -7 | 5 | 6 | 6 | -0.9 | -2 | -10 |
| COc1cccc(C(=O)NCC(=O)OCC(=O)NC2CCCCC2)c1 | 0.3 | -5 | 8 | / | 4 | 0 | -4 | -1.2 | -2 | -6 |
| Cn1cc(C(c2ccccc2OCC(=O)O)c2cn(C)c3ccccc23)c2ccccc21 | 0.6 | -1 | -16 | 0 | -5 | 4 | 1 | -0.1 | -3 | -11 |
| CC(C)OC(=O)C1C(=O)CC(C)(O)C(C(=O)OC(C)C)C1c1ccc([N+](=O)[O-])cc1 (stereo not given) | -2.6 | 0 | -14 | -4 | -7 | -1 | 6 | 1.2 | -17 | -2 |
| Cc1ccccc1NC(=O)CSc1nc(N)c(C#N)c(-c2cccs2)c1C#N | -0.3 | -8 | 3 | -2 | -8 | 8 | -3 | -0.1 | -4 | 6 |
| COc1ccc(CNC(=O)C(C)Cc2ccccc2)cc1O (stereo not given) | -0.7 | 0 | 16 | -1 | 8 | 1 | -13 | 0.5 | 3 | -4 |
| O=c1c2cn[nH]c2nc(SCc2c(F)cccc2F)n1-c1ccc(Cl)cc1 | -2.5 | -4 | -5 | 2 | -6 | -1 | 5 | 0.3 | -14 | 7 |
| CC(NC(=O)c1nn(C)c(=O)c2ccccc12)c1ccc(F)cc1 (stereo not given) | -2.5 | -4 | -3 | -1 | -18 | -1 | -7 | -2.3 | / | 4 |
| COc1ccc(N2C(=O)CS(=O)C(c3ccccc3)C2=O)cc1 (stereo not given) | -2.0 | -44 | 41 | -2 | -2 | -2 | 4 | 0.2 | -10 | -3 |
| Cc1ccc(CNC(=O)C2CCN(S(=O)(=O)c3cccs3)CC2)cc1 | -2.2 | -3 | 4 | -4 | 5 | -3 | 9 | 0.5 | -4 | -8 |
| COC(=O)C1=C(C)N(CCCC(=O)O)C(=O)NC1c1ccc(Br)cc1 (stereo not given) | -0.7 | -3 | 6 | -1 | -9 | 0 | 12 | 0.1 | -2 | 0 |
| O=C(/C(=C(\[O-])c1ccccc1)[n+]1ccc2ccccc2c1)c1ccc([N+](=O)[O-])cc1 | -2.6 | -7 | 39 | -3 | -3 | -1 | -1 | -1.3 | -10 | 3 |
| COc1ccc(N(Cc2ccccc2)N=O)cc1 | -0.1 | -6 | 0 | / | -3 | -3 | -21 | -0.7 | 9 | -2 |
| O=C(COc1ccc(Cl)cc1Cl)NCCCCc1ccccc1 | -0.1 | 4 | -5 | / | -1 | -20 | -12 | 1.4 | 9 | -3 |
| CN(CC(=O)Nc1ccc(F)cc1)C(=O)COC(=O)COc1ccc(C#N)cc1 | -1.8 | 0 | 14 | 1 | -14 | 2 | -4 | -0.3 | -7 | 3 |
| CCC(C(=O)N1CCN(S(=O)(=O)c2ccc(F)cc2)CC1)c1ccccc1 (stereo not given) | -0.9 | 1 | 35 | -4 | 0 | -2 | 12 | -0.8 | 5 | -6 |
| Clc1ccc(CNc2ccccc2NCc2ccc(Cl)nc2)cn1 | 0.1 | -6 | 6 | 1 | -23 | 2 | -8 | 0.1 | 0 | 11 |
| O=C1N(S(=O)(=O)c2ccccc2F)C(=O)C2(CCCC2)N1S(=O)(=O)c1ccccc1F | 0.3 | -2 | 16 | 1 | -5 | 2 | 0 | -0.3 | -24 | 2 |
| O=[N+]([O-])c1cccc(S(=O)(=O)N2CCCCC2)c1 | 2.7 | 2 | 22 | 8 | 4 | 0 | -2 | 1.0 | 0 | -5 |
| CC1=NN(c2nc3ccccc3s2)C(O)(C(F)(F)F)C1 (stereo not given) | 0.0 | -3 | -19 | / | -10 | -6 | -11 | / | 15 | 2 |
| O=C(Nc1nnc(C23CC4CC(CC(C4)C2)C3)s1)c1ccco1 | -1.2 | -3 | -15 | 0 | 1 | 1 | -1 | 0.1 | 0 | 2 |
| CCn1ccnc1CN(C)Cc1cn(-c2cc(C)ccc2C)nc1-c1ccccc1 | -0.7 | -3 | 9 | 0 | -13 | -7 | -15 | -0.1 | 17 | 1 |
| Cc1cccc(NC(=S)N=Nc2c(O)[nH]c3ccccc23)c1 | 0.4 | 0 | 3 | 2 | 10 | 11 | -5 | -1.1 | -3 | -3 |
| COc1ccc(OC)c(CCNC(=O)CCc2cn(C)c3ccccc23)c1 | -1.6 | 1 | -23 | 4 | -2 | -3 | -7 | 0.0 | -1 | -9 |
| CCOC(=O)c1c(NC(=O)Cc2ccccc2)sc2c1CCN(C)C2 | -1.1 | -2 | -13 | 0 | -4 | -6 | 1 | -1.5 | -3 | -3 |
| O=C(NCCCN1CCOCC1)c1ccccc1NS(=O)(=O)c1ccc(F)cc1 | -0.8 | -1 | 3 | -10 | -4 | -1 | 1 | 1.7 | -2 | 3 |
| O=[N+]([O-])c1ccc(N2CCCCC2)c(-c2nn[nH]n2)c1 | -0.7 | 0 | 18 | -1 | 2 | -2 | 5 | -1.6 | -10 | -1 |
| CC(=O)c1oc2ccccc2c1NC(=O)COC(=O)c1ccc(-n2nc(C)cc2C)cc1 | 0.0 | 2 | 30 | -4 | -18 | 1 | -8 | -1.0 | 11 | -4 |
| O=C(CN1C(=O)NC2(CCCCCC2)C1=O)N1CCC(Cc2ccccc2)CC1 | -0.9 | -7 | -5 | -1 | 0 | -1 | -6 | -2.5 | 21 | 4 |
| CCOC(=O)c1nn(-c2ccc(OCC)cc2)c2nc(-c3ccco3)c(C#N)c(=O)n12 | -0.8 | -1 | -21 | -2 | -3 | 1 | 3 | 1.2 | 1 | 13 |
| Cc1cccc(OCCOCCN2CCNCC2)c1C | 1.3 | -1 | -12 | 2 | 8 | 1 | 0 | 0.3 | 9 | 4 |
| CC(C)CNC(=O)CSc1nnc2ccccn12 | -1.8 | -1 | 10 | -5 | 4 | 1 | -11 | 0.1 | -2 | -5 |
| O=C(Nc1cccc(F)c1)C1CCN(S(=O)(=O)c2cccc3nonc23)CC1 | -2.2 | 1 | / | -3 | -5 | 0 | 4 | 0.6 | -2 | 1 |
| COc1cc(NC(=O)C2=C(N3CCOCC3)/C(=C\c3ccc(Br)cc3)CC2)cc(OC)c1OC | -0.1 | 3 | -59 | -5 | 7 | 1 | -9 | 1.2 | -4 | 1 |
| Cn1c(OCc2ccc3c(c2)OCO3)nc2c1c(=O)n(Cc1ccc(Cl)c(Cl)c1)c(=O)n2C | -0.2 | 3 | 2 | 2 | 4 | 0 | -4 | -2.0 | 7 | -3 |
| CSCCC(NS(=O)(=O)c1ccc(Cl)cc1)C(=O)OCC(=O)NC12CC3CC(CC(C3)C1)C2 (stereo not given) | -3.3 | 6 | -7 | -2 | -2 | 2 | -5 | -2.9 | 0 | -3 |

Some of these compounds in order of their number in PKA-R2B activ, falling.
Compound	CAL PDZ FP-1	Keap1-Nrf2 PPI	SR-BI DiI-HDL act	CAL PDZ FP-2	DAGLB inhibitor	PKA-R2B activ	LANA DNA inh	Rtt109 Vps75
CCC(C(=O)N1CCN(S(=O)(=O)c2ccc(F)cc2)CC1)c1ccccc1 (stereo not given)	-0.9	1	35	-4	-2	12	-0.8	5
Cc1ccccc1NC(=O)CSc1nc(N)c(C#N)c(-c2cccs2)c1C#N	-0.3	-8	3	-2	8	-3	-0.1	-4
COc1ccc(N(Cc2ccccc2)N=O)cc1	-0.1	-6	0	/	-3	-21	-0.7	9
